# Assay outcomes: PubChem BioAssay, National Center for Advancing Translational Sciences (NCATS)
# RXFP1 antag – qHTS Assay for Antagonists of the Relaxin Receptor RXFP1; 0.59% of 350,000 active; Relaxin receptor 1 (Homo sapiens), Q9HBX9; HEK293-RXFP1, relaxin-stimulated cAMP HTRF, 30 min; hits give low values; activity change, negative = inhibition, % at 57.5 µM;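 active means activity change of -60% or lower, but not beyond a set lower limit; inconclusive means change between -60% and -40%, or beyond the set limit; inactive means change above -40%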; further: on the % scale 0 is the no-effect control and ±100 the full control effect
# D1 antagonist – Antagonist of Human D 1 Dopamine Receptor: qHTS; D(1A) dopamine receptor (Homo sapiens), P21728; HEK293 TREx D1 cells, calcium flux, dopamine EC80; hits give low values; activity change, negative = inhibition, % at 10 µM; 3.2% of 360,000 active; in the data active means activity change below about -30%; further: on the % scale 0 is the no-effect control and ±100 the full control effect
# Target sequence (P21728 whole entry, looked up): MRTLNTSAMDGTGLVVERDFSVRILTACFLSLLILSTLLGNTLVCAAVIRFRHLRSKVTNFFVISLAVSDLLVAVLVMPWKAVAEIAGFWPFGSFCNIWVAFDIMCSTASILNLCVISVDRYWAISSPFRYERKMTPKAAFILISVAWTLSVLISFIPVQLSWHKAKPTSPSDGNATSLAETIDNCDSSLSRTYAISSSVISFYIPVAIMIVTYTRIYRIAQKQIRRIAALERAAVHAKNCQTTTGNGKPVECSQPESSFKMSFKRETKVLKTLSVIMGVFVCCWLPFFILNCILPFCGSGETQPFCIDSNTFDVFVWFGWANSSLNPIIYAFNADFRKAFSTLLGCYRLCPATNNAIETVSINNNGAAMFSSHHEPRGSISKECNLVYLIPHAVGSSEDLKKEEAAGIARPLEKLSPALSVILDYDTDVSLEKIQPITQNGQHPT
#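 Antagonism measured as reduced calcium response to an EC80 dopamine addition following 180 s compound pre-read; cells were inducible HEK293 Trex D1 plated overnight at 30 C, read kinetically at 1 cycle/sec.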
# RXFP1 agonist – qHTS Assay for Agonists of the Relaxin Receptor RXFP1; HEK293T-RXFP1 cAMP TR-FRET, 30 min; response scale: percent of porcine relaxin response, buffer zero; 0.3% of 370,000 active; Potency, µM (top dose mostly 57.5 µM), for inactives: at the top dose activation, hits mostly activators; Relaxin receptor 1 (Homo sapiens), Q9HBX9; AID 2676, 2010; further: potency means the concentration at half of the fitted maximal effect; on the % scale 0 is the no-effect control and ±100 the full control effect; nearly all actives have a fitted effect of over 60% in size; many of its hits are not listed in these tables
#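 HEK293T cells stably expressing RXFP1 were pretreated with the PDE4 inhibitor Ro 20174, exposed to compounds for 30 min at 37C, lysed, and cAMP was read by TR-FRET. Data normalized to buffer (basal) and 29 nM porcine relaxin (100%).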
# Vif-APOBEC3F blk – qHTS for Inhibitors of Vif-A3F Interactions: qHTS; HeLa A3F-eYFP + Vif (tagged APOBEC3F with the HIV-1 protein that degrades it), YFP fluorescence increase; 0.2% of 390,000 active; Potency, µM (doses to about 46.1 µM), for inactives: at the highest dose activity, negative = active; further: potency means the concentration at half of the fitted maximal effect; % of control where 0% means no effect; nearly all actives have a fitted effect of over 65% in size
#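 HeLa cells stably expressing Vif plus C-terminally eYFP-tagged A3F were seeded, incubated overnight at 37 deg C, dosed with compound, incubated overnight again at 37 deg C. Yellow fluorescence (Ex 488/Em 500-530) reported blocked Vif-mediated A3F-eYFP degradation.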
# Vif-A3G inh – qHTS for Inhibitors of Vif-A3G Interactions: qHTS. Potency, µM (doses to about 46.1 µM), without a hit: top-dose activity, negative = active, most hits filed as inhibitors. 0.076% of 410,000 active. HeLa A3G-eYFP + Vif (tagged APOBEC3G with the HIV-1 protein that degrades it), YFP fluorescence, overnight;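 further: potency means the concentration at half of the fitted maximal effect; on the % scale 0 is the no-effect control and ±100 the full control effect; nearly all actives have a fitted effect of over 60% in size; hits raise eYFP signal because A3G escapes Vif-driven loss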
# Target sequence (Q9HC16 whole entry, looked up): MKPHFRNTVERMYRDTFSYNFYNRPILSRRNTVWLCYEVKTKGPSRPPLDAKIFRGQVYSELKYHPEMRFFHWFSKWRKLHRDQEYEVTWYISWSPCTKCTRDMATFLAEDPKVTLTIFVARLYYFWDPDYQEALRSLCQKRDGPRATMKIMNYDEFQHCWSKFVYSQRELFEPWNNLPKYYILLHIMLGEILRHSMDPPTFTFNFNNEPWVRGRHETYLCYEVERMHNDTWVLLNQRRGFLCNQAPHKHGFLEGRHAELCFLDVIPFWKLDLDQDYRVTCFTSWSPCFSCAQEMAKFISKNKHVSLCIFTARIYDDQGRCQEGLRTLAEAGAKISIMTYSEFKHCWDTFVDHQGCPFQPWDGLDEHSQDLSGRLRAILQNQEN
#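 HeLa cells stably expressing Vif and C-terminally eYFP-tagged A3G, seeded overnight at 37 deg C, then exposed to compound by pintool overnight at 37 deg C. Rise in yellow fluorescence (Ex 488/Em 500-530, Acumen) marks blocked Vif-driven A3G degradation.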
# D2 potentiator – HTS Assay for Positive Allosteric Modulators of the Human D2 Dopamine Receptor: Primary Screen for Potentiators. potentiation, % at 10 µM. 0.34% of 340,000 active. HEK293 T-REx D2, calcium flux, EC20 dopamine potentiation. AID 485347, 2010. D(2) dopamine receptor (Homo sapiens), P14416;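 active means potentiation over 3 SD above the plate norm, cut at about 30% in these data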; further: 0% is about no effect
#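 Cells plated with tetracycline inducer and held overnight at 30 C; calcium dye loaded 30–90 min at room temperature; baseline taken, compound added and read 180 s; EC20 dopamine then added and read 180 s.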
# D1 agonist – Allosteric Agonists of the Human D1 Dopamine Receptor: qHTS | activation, % at 2 µM | 1% of 360,000 active | HEK293 T-REx D1 cells, calcium flux, agonist mode; in the data active means activation above about 30%; further: 0% is about no effect
#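 Tetracycline-induced HEK293 TREx D1 cells, force-coupled to calcium signalling, were dye-loaded with a no-wash calcium kit. Compound was pin-added after a 10 s baseline. Fluorescence was read kinetically at 1 cycle/s for 180 s, with calcium rises flagged as agonism.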
# D1 potentiator – Potentiators of Human D1 Dopamine Receptor: qHTS | HEK293 TREx D1 cells, calcium flux, dopamine EC20 potentiation | AID 504651, 2011 | D(1A) dopamine receptor (Homo sapiens), P21728 | 0.036% of 360,000 active | potentiation, % at 10 µM; in the data active means potentiation above about 30%; further: 0% is about no effect
# GRP78 ERSR act – qHTS for Inducers of the Endoplasmic Reticulum Stress Response (ERSR) in Human Glioma: qHTS | U87-MG GRP78 promoter luciferase reporter, 16 h | Potency, µM, for inactives: at the highest dose activation, most hits filed as activators | 0.02% of 420,000 active; further: potency means the concentration at half of the fitted maximal effect; series mostly up to about 76 µM; % of control where 0% means no effect; nearly all actives have a fitted effect of over 35% in size
#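 Stably transfected U87-MG glioma cells carrying a GRP78-based luciferase sensor; 16 h compound incubation. Luminescence end-point read 10 min after Bright-Glo addition at room temperature.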
# * hit, by the source's call; u = inconclusive; x = no result given; & = joins results of further samples. Unless noted, the call rests on the fitted dose curve; in most records, active means well fitted curve in the direction sought with a large enough effect; inconclusive means small, poorly fitted or top-dose-only effect, or another doubt; inactive means no such curve, though single readings can be large; an effect the other way counts as inactive or inconclusive.
SMILES,RXFP1 antag,D1 antagonist,RXFP1 agonist,Vif-APOBEC3F blk,Vif-A3G inh,D2 potentiator,D1 agonist,D1 potentiator,GRP78 ERSR act
COc1cccc(CC(=O)Nc2ccc(-c3nc4ccccc4s3)cc2)c1,0,-13,3.7%,x,x,11,8,-3,x
N[C@@H](Cc1ccccc1)C(=O)N1CCOCC1,x,-8,-0.9%,2%,0%,-4,1,-1,1%
CCOC(=O)c1cccc(NC(=O)C(NS(=O)(=O)c2ccc3c(c2)CCN3C(C)=O)C(C)C)c1 (stereo not drawn),11,-3,2.2%,5%,0%,-1,2,5,-6%
COc1cccc(OC)c1C(=O)Nc1cccc2c1CCCC2,3,-5,-1.3%,-2%,0%,6,1,-3,-1%
CCC(CC)C(=O)Nc1ccccc1C(=O)OCc1cc(=O)n2nc(C3CCCCC3)sc2n1,6,-4,-1.3%,5%,3%,3,-2,1,-1%
Cc1cccc(C)c1OCC(=O)NCc1nnc(SCC(=O)NC2CCCCC2C)n1C (stereo not drawn),20,8,-0.1%,5%,5%,11,3,4,-3%
CN(C)/C=N/S(=O)(=O)c1cccn1-c1ncc(C(F)(F)F)cc1Cl,3,-2,1.0%,-5%,-2%,18,1,8,0%
O=C(NC(=Nc1nc2ccccc2o1)NC(=O)c1ccccc1)c1ccccc1,2,4,9.0%,-6%,1%,-1,2,-3,1%
O=C(Nc1ccc(Cl)c(Cl)c1)Nc1ccon1,-4,-23,-1.1%,6%,-22%,-7,26,-3,-1%
O=[N+]([O-])c1ccc(O)c(C2=NNC(c3ccccc3F)C2)c1 (stereo not drawn),-12,-33*,5.1%,1%,-23%,13,14,0,2%
CCCCN(CC)C(=O)CSc1nc2n[nH]c(C)c2c(=N)n1-c1cccc(Cl)c1,-15,2,0.3%,6%,-4%,17,5,-1,-5%
CCN(CC)S(=O)(=O)c1cc(C(=O)Oc2cccc(-c3cnc4ccccc4n3)c2)ccc1OC,-3,-3,1.7%,3%,0%,4,5,-6,1%
O=C(CSc1ncnc2scc(-c3ccccc3)c12)Nc1ccc(C(=O)O)cc1,-2,3,-3.4%,-5%,-3%,9,0,-3,5%
COc1ccc(-c2nnc(SCc3cccc(C#N)c3)o2)cc1,22,-22,0.5%,-3%,0%,-2,5,-4,6%
COc1ccc(N(C)C(=O)CCS(=O)(=O)c2cccc3nonc23)cc1,-12,1,3.3%,x,2%,19,0,-3,-5%
COc1ccc(-c2cc3ccc(OCC(C)=O)cc3oc2=O)cc1OC,24,0,20%,3%,1%,11,2,2,5%
CCC(=O)NC(=S)Nc1ccc(NC(=O)c2ccc([N+](=O)[O-])cc2)cc1,-8,-6,1.4%,-3%,-1%,-4,4,-1,-5%
CN(C)NC1=CC(=[N+]2CCCC2)CC(C)(C)C1,-11,10,-0.4%,3%,-1%,5,4,1,-3%
CC1CCN(C(=O)Cn2c(=O)n(CCc3ccccc3)c(=O)c3ccccc32)CC1,-9,-17,2.1%,-12%,-4%,5,2,-12,2%
CC1CCN(C2CCN(S(=O)(=O)c3ccc(F)cc3)CC2)CC1,-1,-33*,-1.5%,-8%,1%,-8,0,2,-5%
COc1ccc(CNc2nc(-c3cccnc3)nn2C(C)=O)cc1,-1,9,1.7%,1%,2%,-18,2,-2,-3%
Cc1ccc(NC(=O)c2ccc(-c3cccc(Cl)c3C)o2)cc1,x,-5,6.7%,2%,4%,-12,12,0,1%
CCOc1cccc(NC(=O)C2CC(=O)N(CC)C(=Nc3ccc(F)cc3)S2)c1 (stereo not drawn),x,-16,5.7%,2%,0%,-22,6,-3,-4%
Nc1ccc(S(=O)(=O)NCc2ccccn2)cc1,-2,-14,4.9%,8%,0%,-5,3,-6,-2%
COc1ccc(OC)c(CN2CCN(C(=O)CNC(=O)c3ccc(C(C)(C)C)cc3)CC2)c1,-1,-20,0.7%,-1%,-4%,9,13,-6,-5%
CC(Sc1nc2cc([N+](=O)[O-])ccc2n1-c1cccc(C(F)(F)F)c1)C(=O)NC(N)=O (stereo not drawn),-2,7,10%,-9%,2%,7,4,3,-5%
CCn1c(=N)n(CC(=O)C23CC4CC(CC(C4)C2)C3)c2ccccc21,-17,7,-0.3%,-7%,1%,-43,1,6,4%
C=CCc1cccc([C@@H]2[C@@H](C)CC[C@H]3C(=O)N4[C@@H](c5cc(OC)c(OC)c(OC)c5)c5[nH]c6ccccc6c5C[C@H]4C(=O)N23)c1,x,12,0.2%,x,x,-2,-1,-3,x
CCC(=O)Nc1c2c(nc3c1CCC3)CCCC2,-10,3,-0.9%,0%,1%,2,1,-3,-1%
N#CC1(C#N)CC(C=O)=C(N)C1(C#N)CC(=O)c1ccc(F)cc1 (stereo not drawn),-7,-11,-1.4%,u,u,10,25,2,-4%
Cc1ccc(OCCOCCN(C)C)c(Cl)c1,-2,-12,3.1%,-18%,1%,-9,3,0,0%
CCn1c(NC(=O)c2ccc(COc3ccc(C)cc3[N+](=O)[O-])o2)nc2ccccc21,-5,-17,4.0%,0%,1%,8,2,-2,-2%
Cc1ccc(S(=O)(=O)N2CCN(Cc3ccco3)CC2)c(C)c1,-7,-8,0.1%,0%,-3%,-11,4,38*,-7%
CCOc1ccccc1NC(=O)Cn1c2ncccc2c(=O)n1-c1ccc(C)c(C)c1,3,-3,-0.7%,-3%,-3%,0,0,5,-2%
CC(C)NC(=S)NC(=O)c1ccc(-c2ccccc2)cc1,-15,12,u,-3%,-4%,14,19,10,4%
CCc1ccc(C(=O)OCC(=O)NCCNC(=O)COC(=O)c2ccc(CC)cc2)cc1,-18,7,-0.1%,3%,2%,-2,0,5,-4%
CCCCn1c(=NC(=O)C(C)(C)Oc2ccc(Cl)cc2)c(C(=O)OCC)cc2c(=O)n3ccccc3nc21,x,-1,3.5%,1%,1%,-5,9,0,-2%
C=CCN(CC=C)CC(=O)Nc1cccc(Oc2cnccn2)c1,-1,-8,0.0%,-5%,-1%,5,2,8,-5%
CC(NCc1ccc(-c2ccccc2)cc1)C(O)c1ccccc1 (stereo not drawn),-33,56,4.7%,-11%,-20%,-18,200*,-4,-6%
CC(Oc1ccccc1)C(=O)Nc1nc2ccc(S(N)(=O)=O)cc2s1 (stereo not drawn),-9,-27,-0.3%,-8%,-8%,-1,14,-6,-1%
c1ccc(Nc2c(-c3c[nH]c4ccccc34)nc3ccccn23)cc1,-22,-6,15%,-19%,-30%,-14,-1,-1,4%
COc1ccc(NC(=O)N(C)C[C@H]2OCc3cn(nn3)CCCC(=O)N([C@@H](C)CO)C[C@@H]2C)cc1,0,x,x,-4%,6%,x,x,x,-2%
COc1cccc(CNC(=O)CN2C(=O)NC(Cc3ccccc3)(c3ccccc3)C2=O)c1 (stereo not drawn),-10,-7,0.0%,1%,-1%,x,1,-3,-4%
Cc1cc(C)n2[nH]c(=O)c(N=Nc3ccccc3)c2n1,-2,x,0.0%,-9%,0%,20,1,1,-2%
O=C(Nc1nc2c(F)cccc2s1)c1ccco1,-4,0,1.1%,2%,-3%,1,1,-8,-7%

# Only Vif-A3G inh, D1 potentiator and D2 potentiator, for 4 of the compounds above:
mol | Vif-A3G inh | D1 potentiator | D2 potentiator
c1ccc(Nc2c(-c3c[nH]c4ccccc34)nc3ccccn23)cc1 | -30% | -1 | -14
COc1ccc(NC(=O)N(C)C[C@H]2OCc3cn(nn3)CCCC(=O)N([C@@H](C)CO)C[C@@H]2C)cc1 | 6% | x | x
CC(NCc1ccc(-c2ccccc2)cc1)C(O)c1ccccc1 (stereo not drawn) | -20% | -4 | -18
CC(Oc1ccccc1)C(=O)Nc1nc2ccc(S(N)(=O)=O)cc2s1 (stereo not drawn) | -8% | -6 | -1

# The results go on:
SMILES,RXFP1 antag,D1 antagonist,RXFP1 agonist,Vif-APOBEC3F blk,Vif-A3G inh,D2 potentiator,D1 agonist,D1 potentiator,GRP78 ERSR act
Cc1c(NC(=O)C(C)OC(=O)c2cc(-c3cccc4ccccc34)nc3ccccc23)c(=O)n(-c2ccccc2)n1C (stereo not drawn),-4,2,2.2%,-1%,-2%,-8,2,-1,-4%
COc1ccc(CNC(=O)COC(=O)/C=C/c2ccc(S(=O)(=O)N3CCOCC3)cc2)cc1,14,-2,2.6%,8%,0%,33*,1,2,-3%
O=C(Nc1nnc(S(=O)(=O)N2CCCCCC2)s1)c1ccccc1Br,-19,3&5,8.1%&3.5%,3%&-4%,-8%&1%,1&-4,8&2,0&-3,3%&2%
COc1cc(OC)cc(C(=O)NCc2cc(C)nc3ccccc23)c1,0,-3,1.8%,-5%,-1%,5,5,11,-4%
Cc1cnc([N+](=O)[O-])n1CCOC(=O)NC(=O)c1c(F)cccc1F,-2,-9,-5.6%,1%,-9%,-1,6,3,-5%
COc1ccc(N(CC(=O)NCc2ccccn2)S(=O)(=O)c2ccccc2[N+](=O)[O-])c(OC)c1,-21,-9,2.6%,3%,-7%,0,2,1,-2%
Cc1cc(C)c2c(N)c(C(=O)NN3CC(=O)N(c4cccc(Cl)c4)CC3=O)sc2n1,2,-4,7.3%,7%,4%,0,3,4,-2%
COc1ccc2[nH]c(=O)c(CN(Cc3ccccc3)Cc3nnnn3CC3CCCO3)cc2c1 (stereo not drawn),10,-10,-1.5%,-5%,1%,-3,0,-1,-1%
COC(=O)COc1ccc(-c2ccccc2)cc1C=O,-3,-2,1.3%,-7%,-7%,x,0,-5,-8%
CN1CCN(C(=O)C2CCCN(S(=O)(=O)c3ccc(Cl)cc3)C2)CC1 (stereo not drawn),-9,0,4.7%,4%,1%,2,6,-9,-5%

# The list is partial; the hit share may differ from the screen's.
